HCV inh – inhibitors of hepatitis C virus infection; Huh7.5.1 HCVcc-Cre infection, luciferase reporter, 44 h; Potency, µM (doses to about 41.8 µM), inactives show at the highest dose activity change, negative = inhibition, actives largely listed as inhibitors; 340,000 tested, 3.4% active; AID 651820
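Cells (1,000/well) were plated 4 h before compound, then infected with HCVcc-Cre virus (~0.5 moi). After 44 h further culture, infection was read as luciferase luminescence following a 15 min substrate incubation at room temperature.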
LmPK inhibitor – blocks Leishmania mexicana pyruvate kinase activity. purified LmPK, Kinase-Glo ATP luminescence, 1 h. Potency, µM (doses to about 57.5 µM), for inactives: at the top dose activity change, negative = inhibition, usual class: inhibitors. 290,000 tested, 0.37% active. AID 1721
Target sequence (Q27686 whole entry, looked up): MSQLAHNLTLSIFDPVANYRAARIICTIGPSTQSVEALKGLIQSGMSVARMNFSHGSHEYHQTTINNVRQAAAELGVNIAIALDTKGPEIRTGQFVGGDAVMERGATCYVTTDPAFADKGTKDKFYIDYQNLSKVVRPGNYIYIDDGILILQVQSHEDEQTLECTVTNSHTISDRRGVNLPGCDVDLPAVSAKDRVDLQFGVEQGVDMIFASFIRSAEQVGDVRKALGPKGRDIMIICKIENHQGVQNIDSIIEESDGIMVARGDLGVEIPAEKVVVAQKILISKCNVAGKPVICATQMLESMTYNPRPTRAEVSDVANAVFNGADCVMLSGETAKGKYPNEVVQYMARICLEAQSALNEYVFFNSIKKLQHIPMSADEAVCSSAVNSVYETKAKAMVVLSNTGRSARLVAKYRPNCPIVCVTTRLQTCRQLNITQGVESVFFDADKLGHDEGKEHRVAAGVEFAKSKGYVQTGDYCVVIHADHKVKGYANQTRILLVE
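Purified LmPK (0.1 nM) with 0.5 mM PEP and 0.1 mM ADP in imidazole buffer pH 7.2 with MgCl2/KCl, 1 h at room temperature. ATP formed was read by luciferase luminescence and normalized to no-enzyme and uninhibited controls.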
Pf growth 96h – inhibits malaria parasite growth, 96 h; P. falciparum luciferase reporter growth, 96 h; Potency, µM (highest dose often 28.7 µM), for inactives: at the top dose activity change, negative = inhibition, actives largely listed as inhibitors; 320,000 tested, 6.9% active; AID 504834
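Delayed-death screen, second-generation endpoint: infected erythrocytes, 2% hematocrit, 0.05% parasitemia final; 96 hours at 37 C, 5% CO2; luciferase detection reagent; luminescence decrease equals reduced growth.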
Sm TGR block – inhibitors of Schistosoma mansoni thioredoxin glutathione reductase; Q962Y6; purified TGR, DTNB reduction, TNB absorbance 405 nm; Potency, µM (series often up to 114 µM), for inactives: at the top dose activity change, negative = inhibition, actives largely listed as inhibitors; 360,000 tested, 3% active; note: nearly all actives have a fitted effect of over 60% in size
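First, TGR (20 nM dispensed) and NADPH were mixed with compound. Second, a 15 min room-temperature incubation followed. Third, further NADPH and then DTNB were added to start the reaction. Finally, TNB absorbance was monitored kinetically.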
Pf growth 48h – inhibits P. falciparum growth in the first generation, 48 h. P. falciparum luciferase growth in erythrocytes, 48 h. Potency, µM (titrated, usually from 28.7 µM), without a hit: at the top dose activity change, negative = inhibition, usual class: inhibitors. AID 504832. 310,000 tested, 5.9% active
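A one-generation exposure of luciferase-tagged malaria parasites in RPMI 1640/Albumax erythrocyte culture, 37 C and 5% CO2. Inhibition is inferred from decreased luminescence after adding detection reagent.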
Tb PYK inh – T. brucei pyruvate kinase inhibition; TbPYK enzyme, Kinase-Glo Plus ATP luminescence, 45 min; Potency, µM (series often up to 76.8 µM), inactives show at the top dose activity, negative = inhibition, most hits filed as inhibitors; 410,000 tested, 0.12% active; AID 624173; note: nearly all actives have a fitted effect of over 50% in size
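Enzyme and substrate buffer are dispensed first and compound is pin-transferred. ADP at 130 uM final then starts the reaction, which runs 45 min at room temperature. Detection reagent is added for 10 min before luminescence is imaged.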
Active calls of the source: *; ? = inconclusive; / = not tested or not shown; [ ] = remark or other dose. Calls come from the whole dose curve; as a rule, active = well fitted curve in the direction sought with a large enough effect; inconclusive = small, poorly fitted or top-dose-only effect, or another doubt; inactive = no such curve, though single readings can be large; an effect the other way counts as inactive or inconclusive. % is set by controls: 0 for no effect and ±100 for the full control effect; potency is the fitted concentration of half-maximal effect.

Compound,HCV inh,LmPK inhibitor,Pf growth 96h,Sm TGR block,Pf growth 48h,Tb PYK inh
COc1ccc(CC(NC(C)=O)C(=O)NC2CCN(c3nnnn3-c3ccccc3)CC2)cc1 (centres undefined),5.1%,-0.5%,8.5%,0.0%,-12.7%,6.0%
COc1ccc(NC(=O)c2cc(C)nn2-c2ccccc2)cc1,6.7%,2.0%,16.1%,2.3%,-0.9%[0.00184 µM],-0.1%
O=C(CSc1n[nH]c(=O)n1C1CC1)N1N=C(c2ccc(Cl)cc2)CC1c1ccco1 (centres undefined),?,0.3%,-22.9%,5.4%,?,3.5%
COc1ccc(C(=O)NC(C(=O)NCCc2ccc3c(c2)OCCO3)C(C)C)cc1 (centres undefined),-4.3%,-7.8%,-25.7%,-0.5%,-1.4%,5.3%
Cc1ccc(-c2nnn(CC(=O)N3CCCCC3)n2)cc1,10.5%,7.3%,8.2%,-5.5%,-0.2%,-0.4%
CCC(CC)C(=O)c1c[nH]c(C(=O)NCC2CCCO2)c1 (centres undefined),14.7%,-3.7%,2.0%,4.2%,3.4%,-5.7%
CCOC(=O)c1c(CSC(=N)N)n(-c2ccc(C)cc2)c2cc(Br)c(OC(C)=O)cc12,?,-2.5%,3.29µM*,-18.3%,7.38µM*,-0.4%
CCn1c2ccccc2c2cc(NC(=O)COC(=O)c3cccc(S(=O)(=O)NC)c3)ccc21,?,-2.1%,52.4%[activator],2.8%,31.1%[activator],-8.1%
COc1ccc(S(=O)(=O)N2CCCCCC2)cc1C(=O)OC(C)C(N)=O (centres undefined),-6.6%,3.1%,-13.7%,-0.5%,-21.5%,2.1%
Cc1ccccc1OCc1nnc(SCC(=O)N2CCc3ccccc32)n1C,8.0%,6.0%,?,-2.2%,-5.2%,-26.6%
COC(=O)C(Cc1ccc(O)cc1)NC(=O)CCOc1ccc(OC)cc1 (centres undefined),11.7%,2.6%,-10.0%,-12.6%,-3.4%,0.8%
O=C(Nc1ccccc1)N(CCN1CCOCC1)Cc1ccccc1F,-9.2%,-4.7%,1.1%,-4.6%,1.7%,-3.8%
Cc1ccc(CN=C(N)Nc2nc(C)cc(C)n2)cc1,15.8µM*,0.0%,15.3%,/,?,-1.2%
Cc1ccc(/C=C(/C#N)c2nc(CCN3C(=O)c4ccccc4C3=O)cs2)cc1,-12.7%,1.7%,117.4%[activator],-1.5%,24.4%,/
COC(=O)c1ccc(NC(=O)NS(=O)(=O)c2ccc(C)cc2)cc1,11.8%,6.7%,-8.3%,-4.0%,16.2%,-2.3%
CCOC(=O)N1CCN(S(=O)(=O)N2CCCC(C(=O)NCCc3ccc(Cl)cc3)C2)CC1 (centres undefined),-9.7%,5.1%,21.8%,-1.1%,?,8.4%
CCn1nc(C(=O)NNC(=O)CCOc2cc(C)ccc2C)c2ccccc2c1=O,-14.2%,-1.5%,58.0%[activator],-23.7%,1.5%,-5.1%
CN(C(=O)c1nn(C)c2c1CSc1ccccc1-2)c1ccccc1Cl,-12.4%,-10.0%,-13.9%,-1.6%,-6.4%,-3.8%
CC(C)(O)CCC(C)(C)O,3.8%,/,34.8%[activator],-0.1%,42.1%[activator],7.2%
O=C(CC1CCCCC1)NC1CCCC1,0.4%,-13.7%,/,8.7%,24.8%,-2.1%
COC(=O)CC1(C(=O)OC)Oc2ccc(Br)cc2C(=O)N1c1cccc(Cl)c1Cl (centres undefined),?,4.7%,13.1µM*,-5.6%,?,0.4%
O/N=C/c1ccccc1OCc1ccccc1F,-20.0%,1.8%,154.8%[activator],-6.8%,30.8%[activator],-1.6%
CCCOc1cc(C)nc(-c2ccccc2O)n1,15.3%,-4.3%,80.1%[activator],5.9%,0.0%,-9.4%
COC(=O)c1cccc(NC(=S)NCCC2=CCCCC2)c1,12.6µM*,0.8%,11.7µM*,12.3%,20.1%,2.7%
Cc1ccc(N(CC(=O)N/N=C/c2cccs2)S(C)(=O)=O)cc1Cl,10.6%,11.1%,?,0.9%,/,-13.3%
COc1ccc(Cn2c(=S)[nH]c3ccsc3c2=O)cc1,4.8%,?,?,-0.3%,16.1%,?
COc1ccc(-c2nnc3ccc(SCC(=O)NCC4CCCO4)nn23)cc1 (centres undefined),?,1.6%,?,-1.7%,-3.6%,0.0%
CCn1c(COc2ccc3c(c2)OCO3)nnc1SCC(=O)c1ccc(Cl)cc1,-1.3%,-13.0%,/,-13.8%,1.5%,-7.0%
OC(CNCc1ccccc1)Cn1ccc2ccccc21 (centres undefined),11.2µM*,0.4%,?,0.2%,9.28µM*,2.0%
CC(C)(C)c1cc(C(=O)O)c(CN2CCCCC2)o1,9.9%,-2.2%,24.5%,-1.5%,30.5%[activator],-6.0%
O=C(NCC(=O)N(Cc1ccc(F)cc1)C(C(=O)NCC1CCCO1)c1ccccc1)c1ccco1 (centres undefined),10.7%,0.8%,-4.5%,-0.3%,4.4%,-2.9%
COc1ccc(Br)cc1CNc1ccccc1,4.4%,-3.9%,0.0%,0.0%,7.1%,-2.8%
COc1ccc(Nc2nc3ccccc3nc2NS(=O)(=O)c2cccs2)c(OC)c1,1.5%,10.0%,?,2.3%,?,3.8%
CCn1cc(C(=O)N[C@@H](C)C(=O)NCCCn2ccnc2)c(=O)c2cc3c(cc21)OCO3,2.0%,5.8%,?,-9.5%,-9.5%,0.0%
CCOC(=O)C1CCCN(c2nc3ccccc3nc2C(C#N)C(=O)OC(C)COC)C1 (centres undefined),-1.1%,-1.4%,?,0.6%,?,-7.3%
Cc1ccc(/C=N/NC(=O)c2ccc(Cn3cc([N+](=O)[O-])cn3)o2)cc1,-9.7%,0.2%,-21.6%,1.5%,18.1%,4.9%
CC(C)N(Cc1ccccc1)C(=O)COC(=O)CCC(=O)c1ccc(F)cc1,14.0%,/,10.6%,-24.2%,16.3%,6.1%
COCCNC(=O)c1nc2ccccc2s1,6.4%,-4.6%,14.9%,5.9%,45.3%[activator],2.6%
COc1ccc(C(=O)N[C@H](C(=O)Nc2ccc(S(=O)(=O)N3CCOCC3)cc2)C(C)C)cc1,-6.5%,0.8%,?,-1.7%,?,0.0%
COc1ccccc1CC(=O)Nc1nc(-c2ccc(F)c(F)c2)cs1,10µM*,-1.5%,?,5.3%,?,-0.8%

Five records drawn at random from the list so far:
Compound,HCV inh,LmPK inhibitor,Pf growth 96h,Sm TGR block,Pf growth 48h,Tb PYK inh
Cc1ccc(-c2nnn(CC(=O)N3CCCCC3)n2)cc1,10.5%,7.3%,8.2%,-5.5%,-0.2%,-0.4%
CCn1c(COc2ccc3c(c2)OCO3)nnc1SCC(=O)c1ccc(Cl)cc1,-1.3%,-13.0%,/,-13.8%,1.5%,-7.0%
OC(CNCc1ccccc1)Cn1ccc2ccccc21 (centres undefined),11.2µM*,0.4%,?,0.2%,9.28µM*,2.0%
O=C(Nc1ccccc1)N(CCN1CCOCC1)Cc1ccccc1F,-9.2%,-4.7%,1.1%,-4.6%,1.7%,-3.8%
CC(C)(O)CCC(C)(C)O,3.8%,/,34.8%[activator],-0.1%,42.1%[activator],7.2%

The list goes on.
Compound,HCV inh,LmPK inhibitor,Pf growth 96h,Sm TGR block,Pf growth 48h,Tb PYK inh
O=C(CN1CCCCC1)N1c2ccccc2CCc2ccccc21,-2.6%,8.0%,?,0.3%,/,1.1%
O=C(CCCCCN1C(=O)c2ccccc2C1=O)Nc1ccc(C(=O)O)cc1,8.5%,-7.4%,22.1%,-20.1%,2.8%,0.0%
O=c1cc(N2CCOCC2)[nH]c(=O)n1Cc1ccc(F)cc1,0.2%,3.4%,7.4%,-23.5%,/,-10.8%
CN(c1ccccc1)c1ccc(/C=N/NC(=O)CC#N)cc1,?,1.8%,-18.4%,5.9%,-20.3%,-0.5%
CCc1ccc(Nc2nnc(SCc3cc(=O)n4ccsc4n3)s2)cc1,?,-4.7%,/,-6.8%,-3.6%,?
COC(=O)c1ccc(S(=O)(=O)N2C3CCC2CC(NC(=O)C2CC2)C3)cc1 (centres undefined),-11.3%,1.0%,?,15.7%,-15.7%,-1.4%
COCCN1Cc2cccc(C(=O)NCc3ccc4c(c3)OCO4)c2C1=O,-5.9%,-5.7%,35.9%[activator],4.9%,0.0%,-17.8%
Cc1ccccc1C(=O)N1CCN(c2ccc(NC(=O)c3ccc4c(c3)OCCO4)cc2)CC1,8.91µM*,0.1%,?,11.7%,?,-2.5%
COC(=O)C1CCN(C(=O)c2ccc3nccnc3c2)CC1,-1.7%,0.8%,?,0.1%,17.8%,-1.4%
O=C(N1CCCCCC1)N1CCN(S(=O)(=O)N2CCOCC2)CC1,2.6%,-0.6%,30.5%[activator],3.8%,13.3%,2.5%
Cc1cccc(C)c1-n1nnnc1S(=O)(=O)Cc1ccccc1Cl,1.9%,8.3%,?,-9.3%,?,-2.2%
CCS(=O)(=O)Nc1cccc(C2=NN(S(=O)(=O)CC)C(c3ccccc3)C2)c1 (centres undefined),-1.2%,3.4%,10.1%,0.5%,?,-12.0%
Cc1ccc(NC(=O)C(c2ccccc2)N2CCN(CC(=O)NC3CC3)CC2)cc1 (centres undefined),-28.4%,/,?,0.9%,13.1µM*,3.0%
C=CCn1c(N2CCCC2)nc2c1c(=O)n(C)c(=O)n2C,-13.8%,-6.1%,15.8%,1.8%,-20.2%,-13.3%
Cc1ccc(CNC(=O)COC(=O)c2cccc(S(=O)(=O)N3CCCCC3)c2)cc1,8.9%,/,4.1%,-3.7%,7.5%,-3.5%
CCSC1=NCN(CCCC(=O)O)CN1,3.1%,4.3%,164.7%[activator],11.2%,-10.7%,9.0%
c1ccc(CNc2nc3ccccc3[nH]2)cc1,9.2%,-8.4%,-4.3%,9.5%,-22.7%,10.8%
CCNC(=O)N1CCCC(C(=O)c2ccc(OC)c(OC)c2)C1 (centres undefined),-5.8%,-5.3%,?,-4.0%,19.2%,1.3%
CC1CCCC(NC(=O)c2ccc3c(c2)OCCO3)C1C (centres undefined),10.3%,/,499.2%[activator],5.6%,346.7%[activator],6.9%
Clc1cc(NC2CCCCC2)ncn1,7.9%,-1.0%,14.6%,16.3%,52.5%[activator],4.3%
CC(=O)C1=C(O)C(=O)N(Cc2ccccc2)C1c1ccccc1F (centres undefined),5.4%,0.9%,/,-7.2%,0.5%,3.9%
COC(=O)c1cc(-c2ccccc2)sc1N,2µM*,4.6%,166.1%[activator],-22.4%,/,-7.5%
O=C(COc1ccccc1)Nc1nc2cc3c(cc2s1)OCCO3,-7.8%,-11.0%,75.2%[activator],7.1%,33.0%[activator],-4.2%
CCOC(=O)c1cc2sccc2n1CC(=O)C(C)(C)C,-11.2%,0.9%,-7.9%,23.1%,6.8%,0.9%
O=C(CCCOc1ccc(Cl)cc1Cl)Nc1ccccn1,?,1.3%,-19.3%,/,38.2%[activator],-6.8%
CCCc1cc(=O)[nH]c(SCC(=O)NC2CCCc3ccccc32)n1 (centres undefined),7.3%,6.6%,21.5%,9.5%,-1.1%,-1.7%
CCOc1cc(/C=N/Nc2ccc(C(=O)O)cc2)ccc1OC(=O)c1ccccc1C,-4.1%,1.4%,68.7%[activator],-2.8%,79.7%[activator],5.7%
O=C(Nc1ccc(Cl)cc1C(F)(F)F)c1ccccc1Cl,1.3%,-1.6%,?,0.5%,16.9%,-3.8%

From PubChem

An unsorted share of the library. Share with any hit: about 16%.
